From PubChem BioAssay
UBC9 SUMO inh: inhibitors of human SUMOylation (UBC9); HTRF SUMOylation assay, SAE1/SAE2 + UBC9, in vitro; AID 2006; P63279; inhibition, % at 35 µM; hit rate 0.36% among 290,000; in the data active = inhibition above about 50%, passing the limit was not always enough; inconclusive = no clear call, values can overlap the other calls; also: strong numbers were not always called active
MEKK3 PB1 HTS: modulators (inhibitors or enhancers) of MEK5 binding to human MEKK3 PB1 domain; bead-based flow cytometry, Alexa488-MEK5 binding to MEKK3; actives lie on both sides; 0 = blocked by unlabeled MEK5, 100 = vehicle; binding response (% of control), % at 10 µM; hit rate 1.4% among 290,000; AID 1529; Q99759;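 active = binding response more than 3 SD above or below the average of its plate-row segment, actives on both sides; inconclusive = wells at one plate position flagged as instrument error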;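 also: Alexa488 bead fluorescence after subtracting the streptavidin-only scavenger bead signal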
Target sequence (Q99759 whole entry, looked up, the tested form may be a part): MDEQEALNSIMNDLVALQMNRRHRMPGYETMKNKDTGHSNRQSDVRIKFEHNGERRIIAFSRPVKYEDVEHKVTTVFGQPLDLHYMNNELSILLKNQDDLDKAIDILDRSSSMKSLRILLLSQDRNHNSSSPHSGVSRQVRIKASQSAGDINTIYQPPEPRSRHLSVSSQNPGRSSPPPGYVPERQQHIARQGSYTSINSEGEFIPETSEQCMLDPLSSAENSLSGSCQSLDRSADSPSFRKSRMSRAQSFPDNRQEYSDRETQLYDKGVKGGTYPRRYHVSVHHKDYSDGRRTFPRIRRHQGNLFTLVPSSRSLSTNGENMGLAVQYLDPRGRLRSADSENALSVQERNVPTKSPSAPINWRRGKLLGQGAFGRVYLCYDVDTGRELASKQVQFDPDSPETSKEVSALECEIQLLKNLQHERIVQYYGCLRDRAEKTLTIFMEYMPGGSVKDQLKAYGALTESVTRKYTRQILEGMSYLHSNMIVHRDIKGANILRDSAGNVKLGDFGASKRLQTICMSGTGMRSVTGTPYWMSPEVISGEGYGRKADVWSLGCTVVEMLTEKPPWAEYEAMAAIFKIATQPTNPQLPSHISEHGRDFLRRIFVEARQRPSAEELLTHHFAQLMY
DNA FID counter: fluorescent intercalator displacement, NS3 helicase counter-screen | inhibition, % at 7.9 µM | AID 1845 | hit rate 0.17% among 290,000 | DNA fluorescent intercalator displacement, fluorescence; in the data active = inhibition above about 37%;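 also: 0% = vehicle and 100% = reference compound; higher means more ethidium bromide displaced from hairpin DNA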
MEKK2wt PB1 HTS: raises or lowers MEK5 binding to wildtype human MEKK2 PB1 domain; Q9Y2U5; bead flow cytometry, Alexa488-MEK5 binding to MEKK2 WT; actives lie on both sides; binding response (% of control), % at 10 µM; hit rate 1.1% among 290,000; AID 1531; in the data active = binding response below about 67% or above about 130%; inconclusive = no clear call, values can overlap the other calls; inactive = in between
HCV NS3 hel inh: HCV NS3 helicase inhibition; AID 1800; NS3 helicase DNA unwinding, Cy5 molecular beacon fluorescence; inhibition, % at 10.9 µM; hit rate 0.56% among 290,000;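 active = inhibition above the mean of all tested compounds plus 3 SD, set per campaign, cut at about 35% in these data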;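 also: 0% = DMSO wells and 100% = thioflavine S control wells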
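Material: hepatitis C virus NS3 helicase domain fragment enzyme; measured by: Cy5 fluorescence, 0 and 60 min reads; control set: DMSO and thioflavine S; incubation: 60 min unwinding reaction at 25 °C after ATP addition; read-out basis: % inhibition from 60/0 min fluorescence ratio, DMSO 0%, thioflavine S 100%; repeats: singlicate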
CRFBP-R2 agonist: CRF-BP/CRF-R2 complex agonism. HEK293 CRF-R2/CRF-BP, calcium dye fluorescence (FLIPR); percent of saturating CRF peptide response. activation, % at 13.2 µM. hit rate 0.46% among 350,000;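 active = activation of at least 50%, plus an integration ratio under a set limit after plate pattern correction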;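 also: plate controls were neutral control wells without compound for no effect and CRF at EC100 for full effect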
GalR3 antagonist: human GalR3 antagonism. HEK293 GalR3-CNG cAMP membrane potential fluorescence; galR3 body fused to GalR1 C-terminus. inhibition, % at 3 µM. hit rate 0.44% among 360,000. AID 651719;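 active = inhibition above the screen-wide average plus 3 SD, cut at about 13% in these data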;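 also: forskolin and galanin both at EC90 stimulate the cells; cAMP rise reported by CNG channel membrane potential dye signal; 0% = forskolin plus galanin with DMSO and 100% = forskolin alone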
Target sequence (O60755 1-299 limits assumed): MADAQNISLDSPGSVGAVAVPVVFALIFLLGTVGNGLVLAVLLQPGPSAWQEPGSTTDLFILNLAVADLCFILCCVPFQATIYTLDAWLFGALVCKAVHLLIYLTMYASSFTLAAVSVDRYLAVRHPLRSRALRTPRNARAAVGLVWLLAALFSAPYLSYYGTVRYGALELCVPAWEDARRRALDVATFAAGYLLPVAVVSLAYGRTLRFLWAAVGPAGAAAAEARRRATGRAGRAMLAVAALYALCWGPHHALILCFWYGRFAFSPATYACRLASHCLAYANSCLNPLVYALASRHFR
CRFBP-R2 block: antagonists of CRF-binding protein/CRF-R2 receptor complex. HEK293 CRF-R2/CRF-BP, CRF-induced calcium fluorescence. inhibition, % at 11.8 µM. hit rate 0.59% among 350,000. AID 588475;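 active = inhibition of the ligand-induced calcium signal above about 50% at the single tested concentration, limit read from the data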
MEKK2 mut-MEK5: signal of MEK5 binding to mutant human MEKK2 PB1 domain; bead flow cytometry, Alexa488-MEK5 binding to MEKK2 mutant; percent response, % at 10 µM; hit rate 0.35% among 290,000; AID 1530; in the data active = percent response above about 24%, passing the limit was not always enough; also: inactives centre near 1; some results filed as inactive read as strong as hits
* = called active by the depositor; ? = inconclusive; nt = not tested or not shown. This is a subset (hit frequency here may not be typical).

1: COCCN1C=C(C(=O)OC)C(c2cc3c(cc2Br)OCO3)C(C(=O)OC)=C1
2: CC(=O)Oc1ccccc1N(C(C)=O)S(=O)(=O)c1cccc([N+](=O)[O-])c1
3: COc1ccc(OC)c(CCNC(=O)CN2C(=O)CCSc3ccccc32)c1
4: CC(C)CCN1C(Nc2ccccc2)=NC[C@@H]1Cc1ccccc1
5: CN(CC(=O)N1CCC(C(N)=O)CC1)S(=O)(=O)c1ccc2ccccc2c1
6: CC(C(=O)Nc1nncs1)N1C(=O)C2C3C=CC(C3)C2C1=O (stereo not drawn)
7: Cc1cccc(N2CCN(C(=O)c3ccc(NS(=O)(=O)c4c(C)noc4C)cc3)CC2)c1C
8: Cc1ccc(CSc2sc(C(=O)c3ccccc3)c(N)c2C#N)cc1

assay / compound	1	2	3	4	5	6	7	8
UBC9 SUMO inh	-9	11	13	13	-5	4	16	10
MEKK3 PB1 HTS	107	101	107	101	107	95	100	99
DNA FID counter	2	2	-31	-6	-8	1	-41	2
MEKK2wt PB1 HTS	109	104	109	107	107	95	98	91
HCV NS3 hel inh	7	1	5	-14	-3	-8	-8	4
CRFBP-R2 agonist	3.0	0.4	-0.2	0.4	-0.5	-2.1	0.4	0.5
GalR3 antagonist	nt	-3	-9	-12	0	3	0	5
CRFBP-R2 block	-7	-8	9	0	7	6	8	1
MEKK2 mut-MEK5	8	-1	10	1	5	-5	6	9

9: Cc1cc(Cl)ccc1OCC(=O)NCCOc1nc(N2CCCCC2)nc(N2CCOCC2)n1
10: CC1CCN(C(=O)c2[nH]cnc2C(=O)N[C@@H](Cc2ccccc2)C(=O)OC(C)(C)C)CC1
11: COCCNS(=O)(=O)c1ccc2c3c(cccc13)C(=O)N2C
12: CS(=O)(=O)N(Cc1ccccc1)c1ccc(C(=O)NCC2CCCO2)cc1 (stereo not drawn)
13: O=C1c2ccccc2C(=O)N1CCCc1c[nH]c2ccccc12
14: CCc1ccc(NC(=O)Cn2cnc3c(=O)n(C)c(=O)n(C)c32)cc1
15: CCC(CC)c1nnc(NC(=O)c2cccc(S(=O)(=O)N3CCc4ccccc43)c2)s1
16: CC(C)(C)C(=O)Nc1ccccc1C(=O)Nc1cc(Cl)ccc1Cl

assay / compound	9	10	11	12	13	14	15	16
UBC9 SUMO inh	-20	-10	?	1	-14	9	-6	-32
MEKK3 PB1 HTS	nt	100	105	123*	97	100	93	102
DNA FID counter	-3	-45	-1	-19	-4	-1	-20	-5
MEKK2wt PB1 HTS	nt	100	104	112	134	98	96	95
HCV NS3 hel inh	3	-26	2	3	0	0	-22	3
CRFBP-R2 agonist	2.0	0.0	3.9	-0.1	0.6	-1.9	0.5	23
GalR3 antagonist	-5	-2	-3	-1	1	-3	-6	-1
CRFBP-R2 block	-27	-4	3	13	-22	11	-44	-81
MEKK2 mut-MEK5	nt	-9	3	5	18	-1	-2	-4

17: CCOC(=O)c1nn(-c2ccccc2)c2nc(Nc3ccccc3)cc(=O)n12
18: CCOC(=O)N1CCN(C(=O)c2ccc3c(=O)n(CCC4=CCCCC4)c(=S)[nH]c3c2)CC1
19: CCc1ccc(Nc2nnc(SCC(=O)Nc3cccc(S(=O)(=O)NC4=NCCCCC4)c3)s2)cc1
20: Cn1cnnc1SC(C(=O)Nc1cc(Cl)cc(Cl)c1)c1ccccc1 (stereo not drawn)
21: COc1ccc(N2CCN(C(=O)CN3CCN(c4nc(-c5ccc(F)cc5)cs4)CC3)CC2)cc1
22: Cc1ccc(NS(=O)(=O)c2cc(C(=O)Nc3cccc([N+](=O)[O-])c3)ccc2C)cc1
23: Cc1ccc(NS(=O)(=O)c2ccc(NC(=O)c3ccc(Br)o3)cc2)c(C)c1
24: Cc1oc(-c2ccoc2)nc1CN(Cc1ccccc1)CC1CC1

assay / compound	17	18	19	20	21	22	23	24
UBC9 SUMO inh	41	-10	10	12	-31	-14	-21	1
MEKK3 PB1 HTS	102	106	99	111	99	115	95	98
DNA FID counter	-8	-6	-37	5	-4	7	-9	-2
MEKK2wt PB1 HTS	101	105	111	103	90	119	97	89
HCV NS3 hel inh	1	3	-16	-5	-2	2	-18	0
CRFBP-R2 agonist	0.2	0.7	3.2	0.0	0.1	-0.5	17	0.0
GalR3 antagonist	-3	-4	-1	0	-5	-3	-4	-7
CRFBP-R2 block	-17	-14	1	-25	-4	-11	-36	3
MEKK2 mut-MEK5	3	5	-1	2	-9	0	-5	-8

Compound profiles, from the list above. Order of screens: UBC9 SUMO inh | MEKK3 PB1 HTS | DNA FID counter | MEKK2wt PB1 HTS | HCV NS3 hel inh | CRFBP-R2 agonist | GalR3 antagonist | CRFBP-R2 block | MEKK2 mut-MEK5
Cc1ccc(NS(=O)(=O)c2cc(C(=O)Nc3cccc([N+](=O)[O-])c3)ccc2C)cc1 as listed: -14 | 115 | 7 | 119 | 2 | -0.5 | -3 | -11 | 0
CC(C)CCN1C(Nc2ccccc2)=NC[C@@H]1Cc1ccccc1 as listed: 13 | 101 | -6 | 107 | -14 | 0.4 | -12 | 0 | 1
COc1ccc(OC)c(CCNC(=O)CN2C(=O)CCSc3ccccc32)c1 as listed: 13 | 107 | -31 | 109 | 5 | -0.2 | -9 | 9 | 10
CCC(CC)c1nnc(NC(=O)c2cccc(S(=O)(=O)N3CCc4ccccc43)c2)s1 as listed: -6 | 93 | -20 | 96 | -22 | 0.5 | -6 | -44 | -2

Next part.
25: Cc1ccc(C(=O)N/N=C\c2cccnc2)s1
26: CCCCNCc1ccc(OCc2ccc(Cl)nc2)c(OC)c1
27: Cc1ccc(NNC(=O)c2ccno2)c(C)c1
28: COc1ccc(CN2C(=O)c3cccnc3C2=O)cc1S(=O)(=O)NCc1ccco1
29: COc1ccc(OCC(=O)N/N=C\c2ccco2)cc1
30: CCOc1ccc(NS(=O)(=O)c2ccc(NC(=O)C3CCCO3)cc2)cc1 (stereo not drawn)
31: CC(c1ccccc1)n1cc(C(=O)NCCN2CCOCC2)nn1 (stereo not drawn)
32: O=C(CSCc1c(F)cccc1Cl)NCc1ccco1

assay / compound	25	26	27	28	29	30	31	32
UBC9 SUMO inh	9	5	13	12	15	18	-12	3
MEKK3 PB1 HTS	102	93	98	101	104	101	104	91
DNA FID counter	-6	9	-1	-11	5	-6	0	-7
MEKK2wt PB1 HTS	104	99	103	101	113	98	105	91
HCV NS3 hel inh	-3	-10	-1	2	-3	-5	-8	9
CRFBP-R2 agonist	-0.7	-1.0	-0.1	-1.3	0.0	-0.6	1.3	-3.4
GalR3 antagonist	-2	-4	-5	0	-6	-4	-5	-3
CRFBP-R2 block	-2	13	2	-6	-6	-13	-12	1
MEKK2 mut-MEK5	8	-5	5	0	3	4	5	-5

33: CC(C)(C)c1ccc(C(=O)n2cnc3ccccc32)cc1
34: CCCCn1c(C)cc2cc(O)ccc21
35: CCC1CCCCN1CCCNC(=O)c1ccc(CS(=O)(=O)Cc2ccccc2F)o1 (stereo not drawn)
36: CC(C)N1CCc2c(sc(NC(=O)c3ccc([N+](=O)[O-])o3)c2C(N)=O)C1
37: COc1cc(N/C(N)=N/c2nc(C)cc(C)n2)c(OC)cc1Cl
38: O=C(Cc1cccs1)Nc1ccc(-c2nc3ccccc3[nH]2)cc1
39: CCOc1ccc(N(C(=O)c2ccccc2Cl)C2=NC(C)(C)CS2)cc1
40: O=C(NCCc1ccccc1)C1CCN(S(=O)(=O)c2ccc(Br)s2)CC1

assay / compound	33	34	35	36	37	38	39	40
UBC9 SUMO inh	-8	27	-1	-8	2	-2	7	4
MEKK3 PB1 HTS	102	96	105	102	101	98	100	99
DNA FID counter	0	-12	4	13	9	2	-16	-2
MEKK2wt PB1 HTS	103	95	129	97	94	99	91	96
HCV NS3 hel inh	-1	14	-6	-8	-9	-8	5	-2
CRFBP-R2 agonist	-0.3	2.3	-1.1	nt	5.6	-1.4	0.2	-2.7
GalR3 antagonist	-10	-4	-3	-3	-8	-5	-6	0
CRFBP-R2 block	-21	-10	-4	nt	-7	-18	-1	2
MEKK2 mut-MEK5	5	-1	9	3	-8	1	-7	-2

41: CC(C)(C)SCCNC(=O)c1cccc([N+](=O)[O-])c1
42: O=C(CSc1ccccc1C(=O)O)NCc1ccccc1
43: c1csc(Cc2nc(-c3ccc(-n4cccc4)cc3)no2)c1
44: CC(C)CNC(=O)Cn1nc(C(F)(F)F)c2c1CCCC2
45: Cc1cc(C)c(S(=O)(=O)NCCCn2ccnc2)cc1C
46: O=C(CCSc1ccc(Cl)cc1)N1CCN(c2ncccn2)CC1
47: O=C(NC1(O)C(=O)c2ccccc2C1=O)c1c(Cl)cccc1Cl
48: CCC(CC)C(=O)Nc1nnc(S(=O)(=O)N2CCCC2)s1

assay / compound	41	42	43	44	45	46	47	48
UBC9 SUMO inh	-7	3	nt	8	18	9	95*	9
MEKK3 PB1 HTS	105	95	103	100	105	108	99	100
DNA FID counter	-2	-9	-5	-18	-2	-24	1	-22
MEKK2wt PB1 HTS	109	94	101	103	115	116	95	102
HCV NS3 hel inh	4	-2	-7	12	-3	7	1	-6
CRFBP-R2 agonist	0.0	2.1	5.8	1.8	-0.1	-4.8	1.3	-0.8
GalR3 antagonist	-2	-5	-1	-3	-3	-7	-3	4
CRFBP-R2 block	8	-9	-10	-2	-17	45	13	5
MEKK2 mut-MEK5	0	-1	-1	3	10	7	-4	2

49: O=S1(=O)NC(c2ccccc2)CC(CC2CCCCC2)O1 (stereo not drawn)
50: Cn1c(COc2ccccc2)nnc1SCC(=O)NNC(=O)C1CCCCC1
51: Cc1ccc(CNc2oc(COc3ccccc3Cl)nc2C#N)cc1
52: CC1CCCC(NC(=O)c2ccc3c(=O)n(CC4CCCO4)c(=O)[nH]c3c2)C1C (stereo not drawn)
53: Cc1ccc(CNS(=O)(=O)c2cccc3nsnc23)cc1
54: Cc1c(NC(=S)NC(NC(=O)CC(C)C)C(Cl)(Cl)Cl)c(=O)n(-c2ccccc2)n1C (stereo not drawn)

assay / compound	49	50	51	52	53	54
UBC9 SUMO inh	-10	5	0	34	3	-11
MEKK3 PB1 HTS	101	92	106	98	103	101
DNA FID counter	-26	-14	-14	-13	-1	-13
MEKK2wt PB1 HTS	100	92	103	90	97	112
HCV NS3 hel inh	0	0	-2	0	7	-4
CRFBP-R2 agonist	0.1	5.7	1.4	-1.1	-0.6	0.2
GalR3 antagonist	-8	-5	-2	-3	-6	-5
CRFBP-R2 block	-8	-5	14	6	2	0
MEKK2 mut-MEK5	4	-2	8	-3	-2	33
